Source: PubChem (Broad Institute)
PglD DTNB: blocks C. jejuni PglD acetyltransferase activity | purified PglD enzyme, DTNB colorimetric CoA detection | inhibition, % at 12.5 µM | 0.098% of 360,000 active; in the data active = inhibition above about 16%, passing the limit was not always enough; inconclusive = no clear call, values can overlap the other calls; note: strong numbers were not always called active
ERp5 inh: blocks human ERp5 reductase activity on insulin; Q15084; inhibition, % at 9.99 µM; ERp5 insulin aggregation, absorbance 650 nm, 90 min; 0.05% of 350,000 active;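 active = mean replicate inhibition above about 25%, with every replicate also reaching it, limit read from the data, passing the limit was not always enough; inconclusive = only one of those two criteria met; inactive = neither criterion met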
Target sequence (Q15084 whole entry, looked up): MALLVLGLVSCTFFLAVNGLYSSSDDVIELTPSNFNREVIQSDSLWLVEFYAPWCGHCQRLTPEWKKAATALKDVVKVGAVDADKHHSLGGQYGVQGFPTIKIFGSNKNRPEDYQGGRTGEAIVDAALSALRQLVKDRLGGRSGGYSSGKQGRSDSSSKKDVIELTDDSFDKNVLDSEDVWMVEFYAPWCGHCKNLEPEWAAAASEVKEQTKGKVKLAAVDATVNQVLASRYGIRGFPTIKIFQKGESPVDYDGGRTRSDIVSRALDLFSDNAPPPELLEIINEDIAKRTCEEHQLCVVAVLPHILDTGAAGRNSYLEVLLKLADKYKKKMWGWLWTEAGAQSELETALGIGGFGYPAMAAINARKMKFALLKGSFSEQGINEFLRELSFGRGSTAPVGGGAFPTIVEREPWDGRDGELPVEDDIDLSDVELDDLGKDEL
RAD54 inh: blocks human RAD54 Holliday junction branch migration | inhibition, % at 10.4 µM | AID 602329 | Q92698 | 0.14% of 360,000 active | FAM/BHQ fluorescence;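 active = mean normalized replicate activity at least 40 and at least half of replicates scoring 40 or more; inconclusive = only one of the two criteria met; inactive = mean below 40 and under half of replicates reaching 40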;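 note: 0% = median of neutral control wells and 100% = median of positive control wells; inhibitors cause a drop in the FAM fluorescence signal; in these data hits start at about 50%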
CASP6 VEID inh: blocks human caspase-6 cleavage activity; P55212; purified caspase-6, Z-VEID-R110 cleavage fluorescence; inhibition, % at 12.5 µM; 0.53% of 350,000 active;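 active = mean inhibition across replicates at least about 35%, with every replicate also reaching that limit, limit read from the data; inconclusive = only one of the two criteria met; inactive = neither criterion met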;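 note: 0% = median of neutral control wells and 100% = no fluorescence left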
E-sel inducer: induces E-selectin expression in human endothelial cells; P16581; HUVEC E-selectin immunofluorescence imaging; normalized: neutral wells 0, TNF-alpha wells 100; activation, % at 7.58 µM; 0.37% of 260,000 active;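 active = mean E-selectin-positive cell signal at least 10% of the positive control, reached in at least 60% of replicates, without over 20% cell loss; inconclusive = no rule given, readout overlaps actives, possibly toxicity-flagged; inactive = the rest, including those meeting only one limit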;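 note: in these data hits start at about 27%; measured in HUVEC primary endothelial cells; signal is the percent of cells scored E-selectin positive by PE staining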
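Read-out basis: % PE-positive cells; Test system: HUVEC primary endothelial cells; Technique: immunofluorescence imaging; Dosing: single-point compound dose.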
ARNT-TACC3 inh: ARNT/TACC3 interaction disruption; AlphaScreen His-ARNT PAS-B/GST-TACC3 binding, luminescence; TACC3 fragment carries E629A point mutation; inhibition, % at 9.99 µM; 0.66% of 390,000 active; AID 623870;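 active = mean inhibition of replicates at least 50% and at least half of replicates each reaching 50%; inconclusive = half or more replicates reach 50% but mean below 50%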;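 note: 0% = complete ARNT plus TACC3 wells and 100% = ARNT alone without TACC3; many hits fall short of the cut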
RAD52 inh: blocks human RAD52 DNA annealing; recombinant RAD52 DNA annealing, FRET fluorescence; inhibition, % at 18.7 µM; 0.46% of 360,000 active; AID 651710;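 active = every replicate showing at least 50% inhibition; inconclusive = mean inhibition at least 50% but not in every replicate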
Target sequence (P43351 whole entry, looked up): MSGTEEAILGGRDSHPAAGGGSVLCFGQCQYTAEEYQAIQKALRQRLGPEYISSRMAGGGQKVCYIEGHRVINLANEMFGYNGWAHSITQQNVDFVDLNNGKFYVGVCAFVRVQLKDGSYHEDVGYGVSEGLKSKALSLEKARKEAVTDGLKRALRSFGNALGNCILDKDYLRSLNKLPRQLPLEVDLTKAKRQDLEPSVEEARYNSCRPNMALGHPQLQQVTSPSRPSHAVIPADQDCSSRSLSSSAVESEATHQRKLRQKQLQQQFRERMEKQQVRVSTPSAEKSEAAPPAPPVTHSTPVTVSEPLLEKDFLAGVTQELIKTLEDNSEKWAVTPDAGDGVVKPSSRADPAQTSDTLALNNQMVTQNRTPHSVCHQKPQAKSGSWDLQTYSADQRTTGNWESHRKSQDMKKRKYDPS
esBAF inh: SWI/SNF esBAF complex inhibition; reporter increase, % at 12.5 µM; mouse ES cells, Bmi1-luciferase knock-in reporter, 24 h; 100% = twice the neutral-well signal; 2% of 350,000 active; in the data active = activation above about 40%; inconclusive = no clear call, values can overlap the other calls;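 note: 0% = median of the plate's neutral control wells and 100% = double that signal; a rise in the Bmi1 reporter signal indicates esBAF inhibition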
* marks the source's active call; other numbers are inactive results; ? = inconclusive; / = not tested or not shown.

SMILES	PglD DTNB	ERp5 inh	RAD54 inh	CASP6 VEID inh	E-sel inducer	ARNT-TACC3 inh	RAD52 inh	esBAF inh
O=c1cc(-c2cccs2)oc2ccc(Cl)cc12	7	/	-17	/	/	-6	/	36
COc1ccc(OC)c(S(=O)(=O)N(C)CC(=O)N2CCCCC2)c1	-5	3	-7	0	-1.1	-4	-11	-1
CCN(CC)C(=O)CSc1ncnc2c1nnn2-c1ccc(OC)cc1	17	/	-9	/	/	-2	/	4
COc1ccc(OC)c(N2C(=O)CC(C(C)c3ccccc3)C2=O)c1 (stereo not given)	7	/	13	/	/	0	/	4
CN(Cc1ccco1)c1ncnc2ccc(-c3ccoc3)cc12	0	1	-10	39*	-0.1	-3	-21	-10
O=C(COc1ccccc1C(=O)Nc1ccccc1)NCCc1ccccc1	/	-4	/	-2	/	-5	-27	/
CCCCn1c(SCC(=O)N2CCCCC2C)nc2cc(S(N)(=O)=O)ccc21 (stereo not given)	5	/	11	/	/	-6	/	-1
CSc1ccccc1NC(=O)c1cnc2scc(C)n2c1=O	-2	3	5	0	0.2	3	-8	20
CN1CCN(CCOCCOc2c(Cl)cc(Cl)cc2Cl)CC1	-2	-2	-1	-5	-0.2	-33	-8	/
COc1ccc(NC(=O)N(C)C[C@@H]2OCCCC[C@H](C)Oc3ccc(NC(=O)c4ccccc4)cc3C(=O)N([C@@H](C)CO)C[C@@H]2C)cc1	0	3	6	1	-0.1	-5	8	2
CCCC(=O)Nc1ccc2c(c1)OC[C@@H](C)N(Cc1ccc(-c3ccccn3)cc1)C[C@@H](C)[C@@H](OC)CN(C)C2=O	3	-2	-3	1	-0.1	0	12	-3
CCOC(=O)CSc1nc2ccccc2n1CC(=O)N(C(C)C)C(C)C	4	8	-2	-1	/	-1	-4	1
Cc1cc(OCC(=O)NC2CC(C)(C)NC(C)(C)C2)c2c(C)c(C)c(=O)oc2c1	-5	3	22	3	/	-8	-4	-1
O=C(NC[C@H]1[C@@H](c2ccccc2)[C@@H](CO)N1CC1CCCC1)c1ccncc1	6	1	2	/	0.0	-7	-14	1
CCCCOc1ccc(/C=N/NC(=O)C2CCCNC2=O)cc1 (stereo not given)	/	11	/	0	3.4	-9	-23	/
CCOC(=O)c1ccc(NC(=O)C(C)N2C(=O)c3ccccc3C2=O)cc1 (stereo not given)	0	2	-4	4	/	1	-6	-12
O=C1CN(S(=O)(=O)c2ccccc2)CC(=O)N1CCc1ccccc1	5	/	-8	/	/	-3	/	-1
CC(=O)N1[C@@H]2c3ccc(-c4cncnc4)c(=O)n3C[C@@H]2[C@@H](CO)[C@@H]1C(=O)NCc1ccccc1Cl	-3	-2	-2	2	0.0	0	10	5
C[C@H]1CN([C@@H](C)CO)C(=O)c2cccc(N(C)C)c2O[C@H]1CN(C)S(=O)(=O)c1ccc(F)cc1	6	8	-6	3	/	-4	-13	-2
O=C(NC(=S)NC1CCCCC1)c1ccc(Cl)cc1	1	2	-6	2	-0.7	/	0	92*
COc1ccc(NC(=O)Nc2ccc3c(c2)CC(=O)N([C@H](C)CO)C[C@H](C)[C@@H](CN(C)C(=O)Nc2ccc(F)cc2)O3)cc1	15	2	17	-1	-0.4	/	8	-1
Cc1ccc(-c2noc(CCC(=O)N3CCCc4ccccc43)n2)cc1	0	/	6	/	/	-4	/	?
C[C@@H]1CCCCO[C@@H](CN(C)Cc2ccc(Cl)c(Cl)c2)[C@H](C)CN([C@@H](C)CO)C(=O)c2cc(NS(C)(=O)=O)ccc2O1	-2	7	6	-1	-0.1	-3	-4	-2
C/C=C/c1ccc2c(c1)O[C@H](CN(C)C(=O)NC(C)C)[C@@H](C)CN([C@H](C)CO)S2(=O)=O	-3	4	-14	-3	0.1	0	-3	7

An excerpt from above in order of molecular weight, smallest number first.
SMILES	PglD DTNB	ERp5 inh	RAD54 inh	CASP6 VEID inh	E-sel inducer	ARNT-TACC3 inh	RAD52 inh	esBAF inh
CCN(CC)C(=O)CSc1ncnc2c1nnn2-c1ccc(OC)cc1	17	/	-9	/	/	-2	/	4
O=C(NC[C@H]1[C@@H](c2ccccc2)[C@@H](CO)N1CC1CCCC1)c1ccncc1	6	1	2	/	0.0	-7	-14	1
CCCCn1c(SCC(=O)N2CCCCC2C)nc2cc(S(N)(=O)=O)ccc21 (stereo not given)	5	/	11	/	/	-6	/	-1

New compounds follow.
SMILES	PglD DTNB	ERp5 inh	RAD54 inh	CASP6 VEID inh	E-sel inducer	ARNT-TACC3 inh	RAD52 inh	esBAF inh
CCOc1ccc(NC(=O)C2C3C=CC4(CN(C(C(=O)OC)C(C)C)C(=O)C24)O3)cc1 (stereo not given)	-5	-1	8	-1	/	-5	-7	4
C[C@H]1CN([C@@H](C)CO)C(=O)c2cc(NC(=O)CCN3CCOCC3)ccc2O[C@H]1CN(C)S(=O)(=O)c1ccc(F)cc1	1	2	-4	-1	-0.2	/	-3	-3
COc1ccc([C@H]2CC(=O)C=C(c3ccc(Cl)c(C(F)(F)F)c3)C2)cc1OC	-6	-1	-7	-4	-0.3	6	-17	10
O=c1cc(O)c2c(=O)n(Cc3ccccc3)c3ccccc3c2o1	/	1	/	2	7.9	-3	-67	/
COc1ccccc1CNC(=O)c1ccc(-c2ccccc2Cl)o1	7	-2	0	3	-0.2	-26	-13	12
CN(C)CC#Cc1ccc([C@@H]2[C@@H](CO)N3CCCCN(C(=O)Nc4cc(F)ccc4F)C[C@@H]23)cc1	0	1	13	4	-0.2	2	37	/
O=C1CCc2cc(S(=O)(=O)Nc3ccc(F)cc3)ccc2N1	1	3	7	1	/	/	-12	-2
COC(=O)C1CCN(C(=O)COC(=O)C2CCN(S(=O)(=O)c3ccc(C)c(C)c3)CC2)CC1	/	-7	/	0	-0.1	-3	-9	/
O=C(CSc1nc2ccccc2o1)NC1CCS(=O)(=O)C1 (stereo not given)	/	7	/	-1	-1.6	-9	0	/
O=C([C@@H]1[C@@H](CO)[C@@H]2Cn3c(cccc3=O)[C@H]1N2CC1CCCC1)N1CCCCC1	-1	-4	1	2	-0.1	18	-5	0
O=C(OCC(=O)N1CCN(c2ccccc2)CC1)c1ccccc1OC(F)F	1	18	9	1	-1.0	-2	-7	1
O=C(Cn1ncc2c([nH]c3ccccc32)c1=O)NCC1CCN(Cc2ccc(F)cc2)CC1	2	-1	-3	-2	/	13	-4	-1

Compounds from the list above containing a furan ring, fused or not:
SMILES	PglD DTNB	ERp5 inh	RAD54 inh	CASP6 VEID inh	E-sel inducer	ARNT-TACC3 inh	RAD52 inh	esBAF inh
CN(Cc1ccco1)c1ncnc2ccc(-c3ccoc3)cc12	0	1	-10	39*	-0.1	-3	-21	-10
COc1ccccc1CNC(=O)c1ccc(-c2ccccc2Cl)o1	7	-2	0	3	-0.2	-26	-13	12

Further records follow.
SMILES	PglD DTNB	ERp5 inh	RAD54 inh	CASP6 VEID inh	E-sel inducer	ARNT-TACC3 inh	RAD52 inh	esBAF inh
Cc1ccccc1OCC(O)CN(CCO)Cc1ccccc1 (stereo not given)	/	3	/	-1	0.8	-4	-5	/
C[C@H](CO)N1C[C@H](C)[C@@H](CN(C)S(=O)(=O)c2ccccc2)Oc2ccc(NC(=O)Cn3cnnn3)cc2C1=O	-3	0	-8	-1	-0.2	-1	-163	2
O=C(NCc1nnnn1-c1ccc(Cl)cc1)c1ccc([N+](=O)[O-])o1	5	8	-13	5	/	/	-31	17
C[C@]12C(=O)N(c3cccc(F)c3)C(=O)N1[C@H]1c3ccccc3OC[C@@H]1[C@H]2c1ccccc1	2	3	3	-2	0.0	-5	-15	-5
O=C(Nc1ccc(S(=O)(=O)Nc2ncccn2)cc1)c1cc([N+](=O)[O-])ccc1Cl	6	-1	-10	3	/	-2	-1	4
COc1ccc(NC(=O)N[C@H]2CC[C@H](CCNS(=O)(=O)c3cccc(Cl)c3)O[C@@H]2CO)cc1	-3	-1	3	0	-0.6	/	-5	1
CCN(CC)S(=O)(=O)c1cccc(-c2nnc(-c3ccc(C)cc3)o2)c1	-3	/	-1	/	/	1	/	-3
CC(=NN=C(C)c1ccc(O)cc1)c1ccc(O)cc1	0	1	-2	0	-0.1	0	-24	/
C[C@H](CO)N1C[C@H](C)[C@@H](CN(C)CC2CCCCC2)Oc2c(NC(=O)Nc3ccc4c(c3)OCO4)cccc2C1=O	-1	3	-5	2	0.0	12	8	2
COCCNC(=O)C[C@@H]1C[C@@H]2c3cc(NS(=O)(=O)c4ccccc4)ccc3O[C@@H]2[C@@H](CO)O1	1	-5	5	1	-0.2	-5	-1	-3
CC(Sc1nc(-c2ccccc2)cc(C(F)(F)F)n1)C(=O)Nc1sc2c(c1C#N)CCC2 (stereo not given)	/	-4	/	1	/	5	-18	/
OC(Cc1ccnc2ccccc12)C(Cl)(Cl)Cl (stereo not given)	/	5	/	4	-0.1	-5	-7	-7
O=C1NC(Cc2ccccc2)c2nc3ccccc3c(=O)n2-c2cc(Cl)ccc21 (stereo not given)	/	-2	/	-6	-0.4	/	9	/
Oc1ccccc1C=NNc1nc2ccccc2s1	-6	-6	-2	-2	-0.3	1	-8	51*
CO[C@H]1CN(C)C(=O)c2ccc(NC(=O)C3CCCC3)cc2OC[C@H](C)N(CC2CC2)C[C@@H]1C	1	3	7	4	0.0	-2	10	0
CCOC(=O)/C=C1/SCC(=O)N1CC(=O)Nc1cccc(F)c1	1	-10	7	1	/	0	-15	-3
O=[N+]([O-])c1ccc(CN2CCN(c3ccc(Cl)cc3)CC2)o1	5	2	7	3	0.1	-10	-10	5
Cc1ccc(C(=O)NC(=S)Nc2ccccc2N2CCCC2)cc1[N+](=O)[O-]	-2	1	2	0	-2.3	-7	-3	/
O=C1CC(C(=O)O)S/C(=N\NC(=O)c2ccc(F)cc2)N1 (stereo not given)	-5	-1	7	-3	/	/	-3	/
CS(=O)(=O)c1ccc(-c2nn[nH]n2)cc1	1	/	-19	/	/	-6	/	-8
Cc1nccn1CCOc1ccc(Cl)cc1	1	3	0	4	/	1	-3	-1
OCC(CO)c1cnnc2ccccc12	9	2	5	-1	0.2	-19	-4	10
C[C@@H]1CN([C@H](C)CO)C(=O)c2cc(-c3ccncc3)cnc2O[C@@H]1CN(C)C(=O)c1ccc(F)cc1	-1	-2	-2	2	0.0	-1	6	0
Fc1ccccc1/C=N/n1c(COc2ccccc2)n[nH]c1=S	12	8	-3	4	-0.1	-5	-8	-4
CN(C[C@@H]1[C@@H](c2ccccc2)[C@H](CO)N1C(=O)C1CCC1)C(=O)c1ccccn1	-1	2	-1	-3	0.8	-6	-10	-2
COc1ccc(NC(=O)NC2(C(=O)N3CCOCC3)CCCCC2)cc1	1	2	-5	3	39*	2	-8	10
COc1cc(/C=N/NC(=O)Nc2ccccc2)ccc1OC(C)=O	/	5	/	-1	/	-4	-5	/
Cc1ccc(C(c2sc3ncnn3c2O)N2CCCCC2)cc1 (stereo not given)	0	0	-4	-2	0.1	-1	-9	35
Cc1ccc2c(c1)sc1nc(=O)ccn12	9	2	4	0	-0.1	33	-7	-9
COC(CNC(=O)CN1CCN(Cc2ccc(F)cc2Cl)C1=O)OC	6	2	14	2	1.0	-4	-8	-4
O=C(C[C@H]1CC[C@H]2[C@@H](COC[C@@H](O)CN2C(=O)Nc2cc(Cl)cc(Cl)c2)O1)N1CCCCC1	2	-18	-7	-2	0.0	4	-4	-2
CCC(Cc1ccccc1)NC(=O)CCNS(=O)(=O)c1cc(Br)cnc1N (stereo not given)	0	2	-14	3	/	-3	-6	-2
Fc1cccc(-c2nnn3c2nc(Cl)c2ccccc23)c1	-3	-3	-5	0	/	-1	11	?
CS(=O)CSc1nc2c(cc1C#N)CCCC2 (stereo not given)	-2	/	-6	/	/	-1	/	-2
Cc1cc(C)cc(C(=O)N(C)C2CCCN(Cc3ccccc3F)C2)c1 (stereo not given)	-6	3	-3	-1	/	2	-18	-1
COCc1cc(CN2CCN(CCCc3ccccc3)C(CCO)C2)ccc1OC (stereo not given)	-4	7	-9	1	0.0	1	-3	1
